# RORA act: activators of orphan receptor RORA, primary screen, cell-based, luminescence. actives 1.5% (n = 65,000). activation, % at 10 µM. CHO-K1 Gal4-RORA LBD luciferase reporter; percent increase over mock-subtracted basal signal. AID 560, 2006. Nuclear receptor ROR-alpha (Homo sapiens), P35398;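 active means activation above the mean of all tested compounds plus 3 SD, cut at about 49% in these data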;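 further: 0% = DMSO-treated RORA cells and 100% = added signal equal to DMSO minus mock-transfected cells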
# E coli RNAP: E. coli RNAP inhibitors, biochemical. DNA-directed RNA polymerase subunit beta (Escherichia coli (strain K12)), P0A8V2. E. coli RNA polymerase, fluorescence transcription assay. inhibition, %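 (tested at 10 µM)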. actives 0.2% (n = 62,000). AID 559, 2006; in the data active means inhibition above about 20%;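 further: 0% = enzyme without compound and 100% = no enzyme blank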
# SF1 activator: activators of human SF-1, primary screen, cell-based, CHO-K1, Gal4-SF-1 LBD, luciferase luminescence; Steroidogenic factor 1 (Homo sapiens), Q13285; actives 1.9% (n = 65,000); CHO-K1 Gal4-SF-1 LBD luciferase reporter; % increase over DMSO SF-1-specific signal; AID 522, 2006; activation, % at 10 µM;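 active means activation above the mean activation of all tested compounds plus 3 SD, cut at about 50% in these data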
# Target sequence (Q13285 whole entry, looked up, the tested form may be a part): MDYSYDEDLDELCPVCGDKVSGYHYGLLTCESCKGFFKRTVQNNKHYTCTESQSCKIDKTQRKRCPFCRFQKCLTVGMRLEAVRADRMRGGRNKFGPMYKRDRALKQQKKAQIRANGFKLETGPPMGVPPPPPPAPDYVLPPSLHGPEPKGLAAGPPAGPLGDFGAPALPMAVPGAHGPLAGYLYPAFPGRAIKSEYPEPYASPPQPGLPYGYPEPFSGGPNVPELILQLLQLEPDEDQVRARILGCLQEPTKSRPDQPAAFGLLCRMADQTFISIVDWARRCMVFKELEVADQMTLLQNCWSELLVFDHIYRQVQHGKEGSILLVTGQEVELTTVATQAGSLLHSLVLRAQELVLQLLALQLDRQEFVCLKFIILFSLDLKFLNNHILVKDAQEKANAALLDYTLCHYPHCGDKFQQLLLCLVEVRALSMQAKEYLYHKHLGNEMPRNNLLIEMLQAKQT
#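 Material: Gal4–SF-1 LBD one-hybrid luciferase reporter in CHO-K1 cells | Amount: 4,000 cells per well | Compound dosing: 10 µM single point, 1% DMSO | Schedule: 20 h compound treatment, 37 °C | Measured by: SteadyLite luciferase luminescence | Evaluation: Percent activation versus DMSO | Control set: DMSO-treated SF-1-transfected cells as negative, DMSO-treated mock-transfected cells lacking SF-1 as background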
# M1 antagonist: antagonists of rat M1 muscarinic receptor | CHO-M1 cells, Fluo-4 calcium, ACh EC80 antagonist mode; active compounds read low | actives 3.4% (n = 64,000) | Muscarinic acetylcholine receptor M1 (Rattus norvegicus), P08482 | B-score at 10 µM | AID 628, 2007;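 active means calcium fluorescence response, raw or row-and-column corrected B-score, differing from the plate sample mean either way at a set confidence level, mostly lower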
# Target sequence (P08482 whole entry, looked up): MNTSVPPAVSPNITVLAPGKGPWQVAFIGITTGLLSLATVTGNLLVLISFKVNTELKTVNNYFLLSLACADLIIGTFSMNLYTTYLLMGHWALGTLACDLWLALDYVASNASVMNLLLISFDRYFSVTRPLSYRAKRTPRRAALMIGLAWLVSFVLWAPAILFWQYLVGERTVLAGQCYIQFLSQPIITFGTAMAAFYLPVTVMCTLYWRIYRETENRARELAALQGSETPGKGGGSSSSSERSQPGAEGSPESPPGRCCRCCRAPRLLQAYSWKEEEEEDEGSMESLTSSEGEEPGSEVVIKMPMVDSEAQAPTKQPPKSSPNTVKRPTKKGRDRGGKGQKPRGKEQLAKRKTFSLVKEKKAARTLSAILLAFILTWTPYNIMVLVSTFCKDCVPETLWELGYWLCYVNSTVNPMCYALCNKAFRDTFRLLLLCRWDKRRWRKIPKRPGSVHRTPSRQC
# tolC growth inh: growth inhibitors of E. coli tolC mutant, primary screen, strain BW25113 ΔtolC::kan, 384-well. OD615. growth inhibition, % at 10 µM (by protocol). actives 2.2% (n = 65,000);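 active means growth inhibition at or above a cutoff equal to the mean over every tested compound plus 3 SD, cut at about 60% in these data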;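 further: growth measured after 20 h incubation at 37 °C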
#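 Material: E. coli BW25113 ΔtolC::kan, tolC deletion mutant strain. Measure: percent growth inhibition. Schedule: 37 °C, 20 h exposure. Doses: single-point testing at 10 µM. Signal: A615 absorbance measurement. Buffer or medium: kanamycin-containing LB broth (50 µg/mL).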
# M1 agonist: M1 muscarinic receptor agonists, primary screen, CHO-M1 cells, Fluo-4 calcium, agonist mode; Fluo-4 calcium fluorescence; active compounds read high; B-score at 10 µM; actives 3% (n = 64,000); AID 626, 2007;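 active means fluorescence rise, raw or as B-score row- and column-corrected plate score, outside the 99.7% band of its plate's samples, either direction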
# NADH coupling: inhibitors of PK/LDH coupling enzymes, profiling panel, artefact control, biochemical, MLSMR library | coupled PK/LDH NADH assays, four targets | IC50, µM (highest dose often 10 µM), for inactives: at the highest dose inhibition | actives 0.02% (n = 65,000);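 active means single-dose screening hits from any of four coupled enzyme assays that gave an IC50 when retested across doses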;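 further: the DPM-DC format reads NADH fluorescence rather than 340 nm absorbance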
# Fluor 339 460: intrinsic fluorescence of library compounds, ex339/em460 – biochemical, MLSMR library, data from DPM-DC assay, artefact control, profiling panel | compound autofluorescence, ex339/em460 nm, NADH buffer; active compounds read high; 1 = no-compound wells, NADH background | fluorescence fold increase at 10 µM | actives 5.5% (n = 65,000);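 active means at 10 µM, mean starting fluorescence two-fold or more over control wells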;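 further: signal is the first read of a kinetic run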
# TNAP act DEA: human TNAP enzyme activators, primary screen, biochemical, luminescent, intermediate phosphate acceptor level. purified TNAP, CDP-star luminescence, 100 mM DEA, 30 min; active compounds read high; scale: 0 levamisole-inhibited, 1 vehicle-only enzyme. activation factor at 20 µM. Alkaline phosphatase, tissue-nonspecific isozyme (Homo sapiens), P05186. AID 813, 2007. 64,000 tested, under 10 active;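 active means activation factor of at least 2 at 20 µM, relative to controls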
# * = called active by the depositor; . = no result given.
1) O=C(NCCc1cn2ccsc2n1)c1cccs1
2) Cc1ccc2c(CC(=O)Nc3nc(C)cs3)coc2c1
3) COc1ccc(OC)c2c(C)cc(N3CCN(C(=O)c4ccc(F)cc4)CC3)nc12
4) COC(=O)C1(S(=O)(=O)c2cc(Br)cc3c2N(C(C)=O)CC3)CC1
5) Cc1ccc(N2C(=O)CC(N3CCN(C4CCc5ccccc5C4)CC3)C2=O)cc1 (stereo not drawn)
6) O=C(NCCCn1ccnc1)C(Cc1ccccc1)N1C(=O)c2ccccc2C1=O (stereo not drawn)
7) O=C(c1ccc(NC2=NC3CS(=O)(=O)CC3S2)cc1)N1CCN(C(=O)c2ccco2)CC1 (stereo not drawn)
8) CCN(CC)C(=O)C1CC(=O)OC1(C)C (stereo not drawn)
Compound,1,2,3,4,5,6,7,8
RORA act,15,-5,-1,-1,12,-15,-6,-8
E coli RNAP,6,-4,0,5,-6,.,3,-5
SF1 activator,-4,12,24,15,-18,-14,-3,1
M1 antagonist,0.092,-0.66,-0.46,0.099,-0.16,0.37,-1.3,0.28
tolC growth inh,-5,37,22,3,6,10,-22,-13
M1 agonist,-2.6,-1.2,1.6,-0.62,0.74,-0.12,0.66,0.92
NADH coupling,2%,3%,6%,3%,7%,3%,1%,3%
Fluor 339 460,1.1,1.1,2.9*,1.2,1.1,1.1,0.98,1.1
TNAP act DEA,0.9,0.9,0.9,0.9,0.9,0.9,0.9,1

9) O=C(CCn1c(=O)sc2ccccc21)NCc1cccs1
10) FC(F)(F)c1nnc2ccc(-n3ccnc3)nn12
11) CNc1sc(C(=O)c2cccs2)c(N)c1-c1nc2ccccc2s1
12) CCOC(=O)N1CCC(NC(=O)C2CCN(C(=O)N3CC(C)Oc4ccc(C)cc43)CC2)CC1 (stereo not drawn)
13) CC1(C)Cc2ccccc2-c2nc3ccccc3c(=O)n21
14) Cc1ccc(Cn2c(=O)c3c(nc4n3CCCN4Cc3ccccc3)n(C)c2=O)cc1
15) Cc1cccc(C)c1OCc1nnc(SCC(=O)NCc2ccccc2)o1
16) CCC(C)(C)n1nnnc1CN(Cc1ccc(Cl)cc1)Cc1ccco1
Compound,9,10,11,12,13,14,15,16
RORA act,-14,-8,32,-8,-18,8,-2,0
E coli RNAP,.,-1,-1,3,.,13,4,10
SF1 activator,-1,12,79*,12,-17,-19,-4,0
M1 antagonist,0.44,0.51,0.25,0.28,-0.68,0.83,0.72,0.53
tolC growth inh,-14,2,16,-11,46,-10,34,81*
M1 agonist,-0.59,0.068,-1.1,1.3,-0.22,0.39,0.036,0.7
NADH coupling,1%,2%,3%,1%,2%,7%,3%,3%
Fluor 339 460,1.1,1,1.1,1,1.1,1.1,1.1,1.1
TNAP act DEA,.,1,0.8,1,0.9,0.9,0.9,0.9

# Overlap with the part before: three compounds; new compounds follow.
14) Cc1ccc(Cn2c(=O)c3c(nc4n3CCCN4Cc3ccccc3)n(C)c2=O)cc1
15) Cc1cccc(C)c1OCc1nnc(SCC(=O)NCc2ccccc2)o1
16) CCC(C)(C)n1nnnc1CN(Cc1ccc(Cl)cc1)Cc1ccco1
17) Cc1cc(Nc2ccc(Br)cc2F)n2nc(C)nc2n1
18) O=C(NCc1ccco1)C(c1ccco1)N(C(=O)Cn1nnc2ccccc21)c1ccc2c(c1)CCC2 (stereo not drawn)
19) O=C(CCCC(=O)OCC(=O)NC1CCCC1)Nc1ccccn1
20) Cc1cc(C)n(-c2nncn2/N=C/c2ccccc2F)n1
21) Cc1cc2nc(C)n(CCCNC(=O)Nc3ccc(C#N)cc3)c2cc1C
22) CCSc1nnc(NC(=O)c2cnccn2)s1
23) CN(C)S(=O)(=O)c1ccc(C(=O)Nc2ccnn2C2CCCCC2)cc1
24) Cc1nnc(NC(=O)CSc2nnc(-c3ccc(S(=O)(=O)N4CCCC4)cc3)n2C)s1
Compound,14,15,16,17,18,19,20,21,22,23,24
RORA act,8,-2,0,-15,-22,3,-3,0,43,-2,11
E coli RNAP,13,4,10,3,8,3,0,0,11,1,5
SF1 activator,-19,-4,0,19,-5,2,-8,-6,25,5,13
M1 antagonist,0.83,0.72,0.53,0.42,0.75,0.15,-3.3*,-10*,0.16,0.2,0.031
tolC growth inh,-10,34,81*,3,58,-17,-3,32,-2,-1,-22
M1 agonist,0.39,0.036,0.7,-0.38,2.8,0.12,-1,-0.79,-0.25,0.23,1.1
NADH coupling,7%,3%,3%,10%,2%,4%,6%,6%,5%,3%,3%
Fluor 339 460,1.1,1.1,1.1,1.1,1,1,1,1.1,1,0.99,1
TNAP act DEA,0.9,0.9,0.9,1,0.9,0.9,1,1.3,0.8,0.9,1

25) CCc1cccc(CC)c1NC(=O)CN1CCN(c2ccccc2)CC1
26) O=C(COC(=O)C1CCN(S(=O)(=O)c2cccs2)CC1)c1cc2ccccc2o1
27) Cc1ccc(-c2nnn(CC(=O)N(CC(=O)NCC3CCCO3)c3ccc(F)c(Cl)c3)n2)o1 (stereo not drawn)
28) CC(C)CC(OC(=O)c1cccs1)C(=O)NCc1cccs1 (stereo not drawn)
29) CCCCNC(=O)CN1C(=O)C(CC)Oc2ccc(Cl)cc21 (stereo not drawn)
30) CC(C)OC(=O)c1cccc(C(=O)OCc2ccco2)n1
31) COC(=O)c1ccc(C)c(NC(=O)CN(c2cc(OC)ccc2OC)S(C)(=O)=O)c1
32) CCOc1ccc(N2C(=O)CC(N3CCN(C4CCc5ccccc5C4)CC3)C2=O)cc1 (stereo not drawn)
Compound,25,26,27,28,29,30,31,32
RORA act,-18,-5,2,-14,9,20,6,-3
E coli RNAP,1,3,7,5,6,3,-4,1
SF1 activator,18,-1,0,0,-8,-18,4,5
M1 antagonist,0.63,-0.44,-0.0048,0.081,-0.19,0.094,0.22,-0.59
tolC growth inh,0,2,-9,6,-4,-13,9,-4
M1 agonist,-0.0022,-1,-0.02,0.78,-0.0082,-1.1,0.17,-0.48
NADH coupling,18%,2%,15%,8%,6%,7%,12%,4%
Fluor 339 460,0.87,1.1,1.1,1.1,1.1,1,1,1.1
TNAP act DEA,0.9,0.9,0.9,0.9,1,1,1,1.1

# The final 3 records of the section above come first, to join the parts:
30) CC(C)OC(=O)c1cccc(C(=O)OCc2ccco2)n1
31) COC(=O)c1ccc(C)c(NC(=O)CN(c2cc(OC)ccc2OC)S(C)(=O)=O)c1
32) CCOc1ccc(N2C(=O)CC(N3CCN(C4CCc5ccccc5C4)CC3)C2=O)cc1 (stereo not drawn)
33) CN1C(=O)c2c(sc3c2CC(C)(C)SC3)N2CCN=C12
34) Cc1ccc(CN(C)C(=O)C2CCCN2C(=O)c2cccs2)o1 (stereo not drawn)
35) CCCCSc1nnc([C@H](CC(C)C)NC(=O)OC(C)(C)C)o1
36) Cn1nnc2cc(C(=O)Nc3cccnc3)ccc21
37) COc1cc(C2=Nc3c(c(C)nn3-c3ccccc3)P(=O)(N3CCOCC3)O2)cc(OC)c1OC (stereo not drawn)
38) CCc1c(C)nc(N)n2c(SCC(=O)N3CCN(c4ccccc4OC)CC3)nnc12
39) Cc1nn(-c2ccccc2)c2c1C1(C(=O)N(C)c3ccccc31)C(C#N)=C(N)O2 (stereo not drawn)
40) N#CCSc1nnc(CNc2cccc(Cl)c2)o1
Compound,30,31,32,33,34,35,36,37,38,39,40
RORA act,20,6,-3,5,-16,-7,0,12,-23,-7,6
E coli RNAP,3,-4,1,5,5,8,-4,-4,4,4,10
SF1 activator,-18,4,5,-7,-6,3,27,6,10,9,0
M1 antagonist,0.094,0.22,-0.59,-1.1,0.014,-0.1,-0.13,-0.081,1.6,-0.28,0.0063
tolC growth inh,-13,9,-4,13,-5,52,-4,-15,-2,2,-7
M1 agonist,-1.1,0.17,-0.48,0.21,1.1,1.5,-0.58,-1,-0.4,-0.065,0.016
NADH coupling,7%,12%,4%,3%,3%,7%,1%,0%,5%,5%,7%
Fluor 339 460,1,1,1.1,1.9,1.1,1.1,1.1,1.1,1.1,1,1.1
TNAP act DEA,1,1,1.1,1,0.9,0.9,0.9,1,0.9,1,0.9

41) COc1ccc2nc(NC(=O)CSc3nnnn3C3CCCCC3)sc2c1
42) O=C(O)c1cccnc1Oc1ccccc1
43) Nc1nc(CN2CCOCC2)cs1
44) O=C(O)c1ccc2c(c1)CC(c1ccccc1)OC2=O (stereo not drawn)
45) CCn1cc(C(=O)NCc2ccccn2)c(=O)c2cc(F)c(N3CCN(C)CC3)cc21
46) O=C(NCc1ccccn1)C1CCCN(S(=O)(=O)c2ccc(Br)cc2)C1 (stereo not drawn)
47) CCOC(=O)CSc1nc2c([nH]c3ccccc32)c(=O)n1C
48) COc1ccccc1-n1c(CNc2c(C)cccc2C)nnc1SCC(=O)N1CCOCC1
Compound,41,42,43,44,45,46,47,48
RORA act,11,-23,11,3,-1,-12,-2,-4
E coli RNAP,3,0,9,3,9,8,1,1
SF1 activator,-19,8,7,15,0,10,12,-7
M1 antagonist,0.12,1.2,-0.83*,0.42,0.024,0.014,-1.2,0.3
tolC growth inh,69*,-18,-11,-22,13,12,-5,8
M1 agonist,-0.003,-0.087,-0.013,0.93,0.52,-0.59,0.51,-0.23
NADH coupling,4%,0%,3%,6%,5%,3%,3%,7%
Fluor 339 460,1,1.1,1,1.1,1.9,1.1,1,1
TNAP act DEA,0.9,0.9,0.9,1,0.9,0.9,0.9,0.9

49) CCN(c1ccccc1)S(=O)(=O)c1ccc(N)cc1
50) Cc1cccc(NC(=O)C2CCN(S(=O)(=O)c3cccc4cccnc34)CC2)n1
51) CC(C)C(c1nnnn1Cc1ccccc1)N1CCc2ccccc2C1 (stereo not drawn)
52) CC(=O)c1c(C)[nH]c(C(=O)NCCCN2CCCC2)c1C
53) O=C(CN1CCC(n2nnc3cc(F)ccc32)CC1)Nc1ccccc1N1CCOCC1
54) Clc1ccc(OCCn2cnc3ccccc32)cc1
55) O=C(Nc1ccc(-c2noc(CCc3ccccc3)n2)cc1)c1cccnc1
Compound,49,50,51,52,53,54,55
RORA act,27,-2,8,-14,-10,18,41
E coli RNAP,0,0,-2,6,.,7,7
SF1 activator,9,2,14,1,42,-14,44
M1 antagonist,0.64,0.54,0.23,-0.25,-0.067,-0.36,-1
tolC growth inh,2,3,37,-25,31,45,-16
M1 agonist,0.65,-0.028,-0.09,0.018,0.35,-0.44,4.2
NADH coupling,4%,3%,3%,7%,6%,0%,3%
Fluor 339 460,1.1,1.1,1.1,1.1,1,1.1,1.1
TNAP act DEA,0.9,1,1,0.9,0.9,1,0.9
